TRPC4 PAM: allosterically enhances the mouse TRPC4 cation channel | HEK293 TRPC4beta/mu-opioid, DAMGO EC20, Fluo-4 Ca2+ flux; stronger effect = higher value | B-score at 10 µM | 310,000 compounds, 0.42% hits | AID 2227;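 active = B-score of calcium response area above 5 SD of library B-scores, with initial fluorescence ratio within 5 SD of library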;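 note: B-score of integrated fluorescence ratio over time as area under calcium response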
Target sequence (Q9QUQ5 whole entry, looked up): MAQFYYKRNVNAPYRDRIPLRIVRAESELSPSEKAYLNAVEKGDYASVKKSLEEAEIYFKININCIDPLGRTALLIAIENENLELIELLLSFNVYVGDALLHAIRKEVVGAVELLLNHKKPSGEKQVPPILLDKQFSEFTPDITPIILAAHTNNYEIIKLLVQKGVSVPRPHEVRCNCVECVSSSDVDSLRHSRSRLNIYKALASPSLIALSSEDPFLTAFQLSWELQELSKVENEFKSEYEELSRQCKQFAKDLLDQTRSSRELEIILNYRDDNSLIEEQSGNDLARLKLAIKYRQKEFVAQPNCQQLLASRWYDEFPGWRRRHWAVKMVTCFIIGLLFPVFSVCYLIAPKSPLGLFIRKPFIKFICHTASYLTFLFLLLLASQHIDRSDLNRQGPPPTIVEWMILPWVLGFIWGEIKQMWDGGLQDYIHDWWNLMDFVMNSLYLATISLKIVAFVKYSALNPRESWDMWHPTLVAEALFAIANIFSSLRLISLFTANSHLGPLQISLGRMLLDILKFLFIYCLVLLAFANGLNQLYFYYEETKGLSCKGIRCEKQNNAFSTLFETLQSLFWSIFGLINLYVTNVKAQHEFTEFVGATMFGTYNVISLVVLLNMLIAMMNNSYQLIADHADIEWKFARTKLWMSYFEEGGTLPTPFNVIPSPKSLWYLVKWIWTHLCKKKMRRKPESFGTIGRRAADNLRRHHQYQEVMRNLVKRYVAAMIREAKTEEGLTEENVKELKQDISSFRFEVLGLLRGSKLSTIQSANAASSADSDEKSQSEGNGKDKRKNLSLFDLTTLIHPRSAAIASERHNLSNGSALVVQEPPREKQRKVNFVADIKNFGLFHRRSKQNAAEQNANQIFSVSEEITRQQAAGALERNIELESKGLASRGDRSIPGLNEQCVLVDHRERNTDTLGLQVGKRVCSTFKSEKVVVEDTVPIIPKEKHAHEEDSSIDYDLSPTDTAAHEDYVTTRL
TRPC4 agonist: opens the mouse TRPC4 cation channel; B-score at 10 µM; HEK293 TRPC4beta/mu-opioid, Fluo4 calcium fluorescence; stronger effect = higher value; 310,000 compounds, 0.49% hits; AID 2237; Q9QUQ5;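 active = B-score above 5 SD of library B-scores, and initial fluorescence ratio not above library mean plus 5 SD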;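 note: positive B-score marks a calcium rise read as TRPC4 activation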
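System: HEK293 cells stably co-expressing mouse TRPC4beta and mu-opioid receptor; Schedule: Fluo4 dye loading 45 min at room temperature, 110 s recording; Detection: Fluo4 fluorescence, kinetic; Evaluation: B-scored integrated calcium fluorescence ratio; Controls: buffer (low) and maximal DAMGO (high).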
DYRK1A inh: Dyrk1A (rat) kinase inhibition; 310,000 compounds, 0.43% hits; Q63470; ADP-Glo luminescence, NFATc1 peptide; inhibition, % at 12.5 µM; AID 504441; in the data active = inhibition above about 50%;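 note: plate controls were vehicle with enzyme for no effect and no enzyme for full effect; many of its hits are not listed in these tables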
KCNK3 inh: human KCNK3 channel inhibition, primary screen. 340,000 compounds, 0.84% hits. AID 602410. CHO-KCNK3 thallium flux, FluxOR fluorescence; stronger effect = lower value. O14649. B-score at 10 µM;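 active = B-score under library mean minus 4 SD, starting fluorescence ratio at most library mean plus 5 SD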;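 note: more negative B-score means stronger inhibition of thallium flux through KCNK3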
KCNQ1 inh: human KCNQ1 channel inhibition. CHO-K1 KCNQ1, FluxOR thallium flux fluorescence; stronger effect = higher value. AID 2642. B-score at 10 µM. 310,000 compounds, 1.3% hits;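 active = compounds whose thallium flux B-score, printed positive for inhibition, exceeds three library SD while starting fluorescence stays within three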;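 note: channel opened by potassium depolarization with thallium stimulus after 20 min compound exposure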
KCNQ1 act: potentiates or activates the human KCNQ1 potassium channel. CHO-K1 KCNQ1, thallium flux FluxOR fluorescence; stronger effect = higher value. B-score at 10 µM. 310,000 compounds, 0.35% hits. AID 2648;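 active = fluorescence ratio B-score, a plate-corrected score, at least three library SD, with initial intensity B-score within 5 SD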
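Material: CHO-K1 cells stably expressing KCNQ1. Medium: assay buffer for compound exposure, DMSO matched across wells. Reagent: K+/Tl+ depolarizing stimulus. Compound dosing: single-concentration screen. Times: 37 °C overnight plating, 90-min dark dye load, 20-min compound pretreatment. Technique: FluxOR Tl+ flux fluorescence.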
PolyA inh: yeast polyadenylation inhibition. S. cerevisiae SKY197-pL101 polyadenylation reporter, beta-gal luminescence; efflux-impaired pdr1/pdr3 knockout yeast; score 100 = 6 SD above DMSO. calls only at 12 µM. 300,000 compounds, 0.02% hits;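 active = lowest replicate activity score at least 50, where 100 means six control SD above control mean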;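 note: yeast exposed to compound for 9 h at 30 °C; higher score means more reporter readthrough which indicates perturbed polyadenylation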
hERG protect: shields human hERG channel from block by proarrhythmic agents | Q12809 | CHO-hERG, FluxOR thallium flux, dofetilide IC70 present | activation (rescue from dofetilide block), less the hit threshold, % at 10 µM | 310,000 compounds, 0.51% hits;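 active = activation above the mean of controls blocked by dofetilide plus 5 SD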;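 note: thallium influx through hERG after potassium depolarization seen as dye fluorescence rise; in these data hits start at about 4.7%; inactives centre near -7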
KCNK9 block: blocks the human KCNK9 two-pore domain potassium channel | HEK293 KCNK9, FluxOR thallium flux fluorescence; stronger effect = lower value | B-score at 10 µM | 310,000 compounds, 1.2% hits | AID 488922;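 active = ratio B-score over 3 SD below the library mean, with starting fluorescence within 5 SD of its mean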;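 note: negative B-score means less thallium flux so channel inhibition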
Platelet DG rel: platelet dense granule release activity; human platelet-rich plasma, SFLLRN dense granule ATP release, luminescence; AID 1663; 300,000 compounds, 0.22% hits; inhibition, %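 (compounds screened at 7.5 µM in platelet-rich plasma)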;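 active = mean replicate score, as percent of positive control, at or above 50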
TRPC4 block: blocks the mouse TRPC4 cation channel | Q9QUQ5 | HEK293 TRPC4beta/mu-opioid, DAMGO-evoked Fluo4 calcium flux; stronger effect = lower value | AID 2247 | B-score at 10 µM | 300,000 compounds, 0.39% hits;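 active = B-score over 3 SD under the library average, no early fluorescence shift, positive overall ratio signal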
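Assay system: HEK293 cells with stable TRPC4beta plus mu-opioid receptor expression; Probe or stimulus: DAMGO in two steps, submaximal then maximal; Dosing: single-point compound dosing; Measured by: Fluo4 calcium-dye fluorescence, kinetic read; Read-out basis: B score from integrated Fluo4 fluorescence ratio.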
Starred values were filed as active, the others as inactive; i = inactive; . = no result given.

SMILES | TRPC4 PAM | TRPC4 agonist | DYRK1A inh | KCNK3 inh | KCNQ1 inh | KCNQ1 act | PolyA inh | hERG protect | KCNK9 block | Platelet DG rel | TRPC4 block
Cc1noc(NS(=O)(=O)c2ccc(NC(=O)c3ccc(N4C(=O)c5ccccc5C4=O)cc3)cc2)c1C | i | i | 5 | i | i | i | i | 1 | i | -2 | i
O=[N+]([O-])c1ccc(NNC(=S)Nc2ccc(F)cc2)cc1 | i | i | -4 | i | 7* | i | i | -7 | i | 2 | i
O=C(O)C1CSC2(c3ccc4c(c3)OCCO4)CCC(=O)N12 (centres undefined) | i | i | -13 | i | i | i | i | -7 | i | 0 | i
COc1ccc(C2(C(=O)Nc3ccc(C(=O)N4CCOCC4)cc3)CCOCC2)cc1 | i | i | 7 | i | i | i | i | -8 | i | -2 | i
Cc1cc(C)nc(NC(=O)Nc2ccc(F)cc2F)n1 | i | i | 1 | i | i | i | i | -10 | i | 1 | i
CCOC(=O)c1ccc(NC(=S)NCCc2ccc(F)cc2)cc1 | i | i | 1 | i | i | i | i | -6 | i | -1 | i
COc1ccc(/C=C(\C#N)C(=O)OC2CCOC2=O)cc1 (centres undefined) | i | i | 2 | i | i | i | i | -7 | i | -5 | i
O=C(CCNC(=O)c1ccccc1Cl)NN1C(=O)NC2(CCCCC2)C1=O | i | i | -4 | i | i | i | i | -5 | i | -1 | i
CC1(C)CC(=O)C=C(Nc2ccc(S(N)(=O)=O)cc2)C1 | i | i | 2 | i | i | i | i | -5 | i | -6 | i
O=C(CCNC(=O)c1ccccc1)Nc1cccnc1 | i | i | 2 | i | i | i | i | 0 | i | -6 | i
CCOC(=O)C1CCCN(C(=O)c2cc(-c3ccc(F)cc3)nc3ccccc23)C1 (centres undefined) | i | i | 2 | i | i | i | i | -4 | i | 2 | i
CNc1csc(C)c(C)c1=O | i | i | -6 | i | i | i | i | -6 | i | 9 | i
Cc1ccc2c(c1)sc(=NC(=O)C1CC1)n2C | i | i | -6 | i | i | i | i | -5 | i | 1 | i
CCOC(=O)c1cncc(C#CCO)c1 | i | i | -2 | i | i | i | i | -9 | i | 15 | i
CC(=O)N1CCC(N(CCN2CCOCC2)C(=S)Nc2cccc(C)c2C)CC1 | i | i | -2 | i | i | i | i | -6 | i | -8 | i
CSc1ccc(CNC(=O)C2CCC(=O)N(CCc3cccc(F)c3)C2)cc1 (centres undefined) | i | i | -2 | i | i | i | i | -10 | i | -15 | i
CCCCCC(=O)N/N=C/c1ccco1 | i | i | -58 | i | i | i | i | 0 | i | 2 | i
Cc1nc2cc(-c3ccc(Cl)cc3)nn2c(C)c1CCC(=O)NCc1ccco1 | i | i | 9 | i | i | i | i | -13 | i | 18 | i
O=C(N/N=C/c1cccc([N+](=O)[O-])c1)c1ccc2nc[nH]c2c1 | i | i | 6 | i | i | i | i | -5 | i | 9 | i
C/C(=N\NC(=O)c1c(Br)c(C)nn1C)c1cccc(NC(=O)C2CCC2)c1 | i | i | -2 | i | i | i | i | -3 | i | -3 | i
O=S(=O)(Nc1ccc(N2CCCCC2)cc1)c1cccc2cccnc12 | i | i | 6 | i | i | i | . | -4 | i | -1 | i
Cc1occc1C(=O)N/N=C/c1sc(N2CCOCC2)nc1-c1ccccc1 | i | i | 3 | i | i | i | i | -13 | i | -3 | .
CCCNC(=O)c1csc2c1CCCCC2 | i | i | 4 | i | i | i | i | -8 | i | -4 | i
CSCCC(NC(=O)C1CCC(C)CC1)C(=O)NCCN1CCOCC1 (centres undefined) | i | i | 2 | i | i | i | i | -5 | i | -6 | i
CCCOc1ccc(N2C(=O)CC(SC(=NC)Nc3ccc(F)cc3)C2=O)cc1 (centres undefined) | i | i | -1 | i | i | i | i | -14 | i | -3 | i
Cc1ccccc1OCC(=O)NNC(=O)Nc1ccccc1 | i | i | 2 | i | i | i | i | 4 | i | -37 | i
Cc1ccc2cc(CN(CC(C)C)S(=O)(=O)c3cccc4nonc34)c(=O)[nH]c2c1 | i | i | 2 | i | i | i | . | -13 | i | 1 | i
COc1ccc(-c2ocnc2C(=O)Nc2ccc3c(c2)CCC3)cc1 | i | i | -1 | i | i | i | i | -5 | i | 1 | i
Cc1ccc(NC(=O)COC(=O)c2ccccc2Cl)cc1S(=O)(=O)N(C)C | i | i | -3 | i | i | i | i | -9 | i | -4 | i
CCCCCOc1ccc(/C(C)=N/NC2=NCCN2)cc1 | i | i | . | i | i | i | i | -21 | i | 5 | i
CCOC(=O)C(N)CSC1CC(=O)N(CCc2ccccc2)C1=O (centres undefined) | i | i | -2 | i | i | i | i | -6 | i | -14 | i
N=c1nc(SCCC(=O)O)ss1 | i | i | -4 | i | i | i | i | -1 | i | -1 | i

For reference, some entries already given:
SMILES | TRPC4 PAM | TRPC4 agonist | DYRK1A inh | KCNK3 inh | KCNQ1 inh | KCNQ1 act | PolyA inh | hERG protect | KCNK9 block | Platelet DG rel | TRPC4 block
COc1ccc(-c2ocnc2C(=O)Nc2ccc3c(c2)CCC3)cc1 | i | i | -1 | i | i | i | i | -5 | i | 1 | i
Cc1ccc(NC(=O)COC(=O)c2ccccc2Cl)cc1S(=O)(=O)N(C)C | i | i | -3 | i | i | i | i | -9 | i | -4 | i

Next records
SMILES | TRPC4 PAM | TRPC4 agonist | DYRK1A inh | KCNK3 inh | KCNQ1 inh | KCNQ1 act | PolyA inh | hERG protect | KCNK9 block | Platelet DG rel | TRPC4 block
Cc1cc(S(=O)(=O)N2CCOCC2)ccc1NC(=O)c1ccc(F)cc1 | i | i | 3 | i | i | i | i | -4 | i | 5 | i
CCOC(=O)C1CCN(C(=O)c2cc3ccc(OC)cc3[nH]2)CC1 | i | i | -4 | i | i | i | i | 1 | i | -2 | i
CCS(=O)(=O)c1ccc2oc(SCC(=O)NCCC3=CCCCC3)nc2c1 | i | i | -7 | i | i | i | i | -5 | i | 4 | i
CN1CCc2ccccc2CC1=O | i | i | 4 | i | i | i | i | -10 | i | 1 | i
Cc1nc2ccccc2n1C(=O)c1ccc(Cl)cc1[N+](=O)[O-] | i | i | -5 | i | i | i | i | -7 | i | -11 | i
Cc1cccc(N2CC(C)Cn3c2nc2c3c(=O)n(CC(=O)OCc3ccccc3)c(=O)n2C)c1 (centres undefined) | i | i | -8 | i | i | i | i | -15 | i | 56* | i
Cc1cccc(N(Cc2ccccc2)C(=O)CCl)c1 | i | i | -5 | i | i | i | i | -23 | i | -5 | i
CCN(CC(=O)Nc1c(F)cccc1F)C(=O)CCc1nc2ccccc2c(=O)[nH]1 | i | i | -9 | i | i | i | i | -12 | i | 13 | i
Cc1ccc(C(=O)c2c3ccc(C(F)(F)F)cc3[n+]([O-])n2CCCN)cc1 | i | i | -4 | i | i | i | . | -11 | i | -7 | i
Nc1cc(=O)[nH]c(SCc2nc3ccccc3n2Cc2ccccc2)n1 | i | i | -2 | i | i | i | i | 6.1* | i | 10 | i
Cc1nc2ncnn2c(C)c1CCC(=O)N1CCN(c2ccccn2)CC1 | i | i | -7 | i | i | i | i | -10 | i | -2 | i
Cc1nn(CC#N)c(=O)n1-c1ccc(F)cc1 | i | i | -5 | i | i | i | i | -6 | i | 2 | i
COC(=O)/C=C1/SC(=NC(=O)c2ccc(F)cc2)NC1=O | i | i | . | i | i | i | i | -7 | i | 0 | i
Cc1nnsc1C(=O)NC1CCCc2c1cnn2-c1ccc(F)cc1F (centres undefined) | i | i | 5 | i | i | i | i | -14 | i | 13 | i
COc1ccc(N2CCN(C(c3cccs3)C(C)NS(C)(=O)=O)CC2)cc1 (centres undefined) | i | i | 0 | i | i | i | i | -11 | i | -1 | i
O=[N+]([O-])c1cc(C(F)(F)F)ccc1NCCc1c[nH]c2ccc(O)cc12 | i | i | 5 | i | i | i | i | -7 | i | 2 | i
COC(=O)CN(c1nc(C)cc(OC)n1)S(=O)(=O)c1ccc(C)cc1 | i | i | 4 | i | i | i | i | -8 | i | -18 | i
COc1ccc(CN2CCN(S(=O)(=O)c3ccccc3)CC2)cc1Br | i | i | 2 | i | i | i | i | -2 | i | 1 | i
Cc1ccccc1C(C(=O)NC1CCCCC1)N(C(=O)c1ccccn1)c1cccnc1 (centres undefined) | i | i | 2 | i | i | i | i | -3 | i | -1 | i
CC(C)(C)c1ccc(NS(=O)(=O)c2ccc(N)cc2)cc1 | i | i | -6 | i | i | i | i | -6 | i | 4 | i
CCOc1ccccc1C(=O)Nc1nnc(SCC(=O)Nc2cc(C)on2)s1 | i | i | . | i | i | i | i | -16 | i | -13 | i
Cc1ccc(C(=O)N=c2sccn2C)cc1S(=O)(=O)N1CCOCC1 | i | i | -4 | i | i | i | i | -9 | i | 1 | i
Cc1nc2ncnn2c(N2CCCC(C(=O)Nc3ccccc3Br)C2)c1C (centres undefined) | i | i | 5 | i | i | i | i | -3 | i | -4 | i
Clc1ccc2nc(CSc3nnc4ccccn34)cn2c1 | i | i | -3 | i | i | i | i | -8 | i | -22 | i
Cc1ccc(N2CC(C(=O)NCCN3CCOCC3)CC2=O)cc1C (centres undefined) | i | i | -6 | i | i | i | i | -5 | i | -13 | i
Cc1cccc(-n2c(C)n[nH]c2=S)c1 | i | i | 0 | i | i | i | i | -8 | i | 9 | i
O=C(CSc1ncn[nH]1)NCCCc1ccccc1 | i | i | . | i | i | i | i | -3 | i | 3 | i
COc1cc2c(C(=O)NC3CCCCCC3)cn(C)c(=O)c2cc1OC | i | i | 4 | i | i | i | i | -7 | i | 3 | i
CC1Cc2ccccc2N1Cc1nc2scc(-c3cccs3)c2c(=O)[nH]1 (centres undefined) | i | i | 5 | i | i | i | i | -7 | i | -5 | i
COc1ccc(C2=NO[C@@H]3C(=O)N(Cc4ccccc4)C(=O)[C@H]23)c(OC)c1 | i | i | . | i | i | i | i | -9 | i | -4 | i
OC(CNCc1ccco1)Cn1c2ccc(Br)cc2c2cc(Br)ccc21 (centres undefined) | i | i | -5 | i | i | i | i | -6 | i | 5 | i
CCOC(=O)c1ccc(NC(=O)c2cc(C)nc3ccccc23)cc1 | i | i | -3 | i | i | i | i | -6 | i | 7 | i
Cc1ccc(S(=O)(=O)Nc2c(C)n(C)n(-c3ccccc3)c2=O)c(C)c1 | i | i | -7 | i | i | i | i | -3 | i | -3 | i
COc1ccc(CNC(=O)C2CCN(S(=O)(=O)c3ccc(-c4nn[nH]n4)cc3)CC2)cc1 | i | i | -3 | i | i | i | i | -9 | i | -1 | i
O=C(Nc1c(F)cccc1F)C1CCN(C(=O)c2cccs2)CC1 | i | i | -4 | i | i | i | i | -6 | i | -2 | i

Source: PubChem (several laboratories)

Some of the compounds tested; count on the stated rates, not on these rows.
